PLAP inhibitors HTS = inhibition of human placental alkaline phosphatase – biochemical, luminescence, HTS (AID 690); purified PLAP, luminescent substrate; higher % means a stronger effect; one-dose inhibition, % at 20 µM; IC50 in µM for titrated hits; hit rate 0.08% among 96,000; in the data active means a potency from the dose series; inactive means the rest, 99 in 100 with inhibition below about 30%; further: strong numbers were not always called active
IL1B NFkB inh = blocks IL-1B driven NFkB nuclear translocation in HUVEC cells. HUVEC IL-1B NFkB p65 nuclear translocation imaging. inhibition, % at 2 µM. hit rate 0.43% among 94,000. AID 796;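 active means inhibition above about 30% together with a positive call from visual inspection of the well image, limit read from the data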;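 further: nuclear over cytoplasmic p65 intensity ratio measured by imaging; 0% = IL-1B stimulated DMSO wells and 100% = unstimulated DMSO wells; values of inactives mirror those of a sister screen read the other way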
NFkB transloc pot = enhances IL-1B driven NFkB nuclear translocation; HUVEC IL-1B NFkB p65 nuclear translocation imaging; activation, % at 2 µM; hit rate 0.3% among 94,000;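 active means activation above 40%, about the mean plus 3 SD, also judged a hit on visual image review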;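 further: percent activation is computed from the nuclear over cytoplasmic p65 intensity ratio; values of inactives mirror those of a sister screen read the other way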
MRP resist rev = MRP-mediated drug resistance reversal; H69AR cells + 2 uM doxorubicin, CellTiter-Glo, 72 h; differential viability (reversal), % at 10 µM; hit rate 0.04% among 85,000;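 active means viability drop by adding the cancer drug above about 55%, with treated viability meeting a 40% cutoff, limit read from the data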;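 further: viability without doxorubicin minus viability with 2 µM doxorubicin for each compound; larger differential means the compound sensitizes cells more to doxorubicin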
Bcl-B TR3 displacers = displacers of TR3 peptide from Bcl-B, primary screen, selectivity assay for Bfl-1 inhibitor project, biochemical, fluorescence polarization | FP displacement of FITC-TR3 peptide from Bcl-B; higher % means a stronger effect | one-dose displacement, % at 20 µM; IC50 in µM for titrated hits | hit rate 0.11% among 96,000 | AID 748;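 active means displacement above 50% at 20 µM plus a fluorescence interference ratio under 1.5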;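 further: plate controls were wells without compound for no effect and wells lacking Bcl-B protein for full effect; a part of the inactive calls stands beside numbers as strong as those of hits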
MRP resist rev cytotoxicity = also measured in MRP resist rev; calls as there; viability, %; H69AR cells, CellTiter-Glo, 72 h; measured here: cytotoxicity without doxorubicin
MRP resist rev with doxorubicin = further read-out of MRP resist rev, marked with its call; viability, %; measured here: viability with 2 uM doxorubicin; stronger effect = lower value
IL1B NFkB inh cell count 2 µM = further read-out of IL1B NFkB inh, marked with its call; cell count; measured here: cells passing quality filter;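 raw number of nuclei counted in each imaged well without normalization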
NFkB transloc pot cell count 2 µM = also measured in NFkB transloc pot; calls as there; cell count; measured here: cells passing quality filter
* marks the source's active call; other numbers are inactive results; x = no result given; & = joins results of further samples. A portion of the library (hit frequency here may not be typical).

Assay codes: A = PLAP inhibitors HTS; B = IL1B NFkB inh; C = IL1B NFkB inh cell count 2 µM; D = NFkB transloc pot; E = NFkB transloc pot cell count 2 µM; F = MRP resist rev; G = MRP resist rev cytotoxicity; H = MRP resist rev with doxorubicin; I = Bcl-B TR3 displacers
Cn1ncc(C#N)c1NC(=O)C1CC(c2ccc(Cl)c(Cl)c2)=NO1 (centres undefined)
  A = -8%	B = 6	C = 167	D = -6	E = 167	F = 18	G = 105	H = 87	I = -8%

O=C(c1ccc(Br)o1)N1CCN(c2ccccc2F)CC1
  A = 4%	B = 0	C = 149	D = 0	E = 149	F = 14	G = 82	H = 68	I = 0%

Cc1cc(NC(=O)C(C)(C)C)no1
  A = 11%	B = -9	C = 182	D = 9	E = 182	F = 17	G = 102	H = 85	I = -16%

C=CCCC(=O)Nc1nc(C)c(-c2csc(Nc3ccc(Cl)cc3Cl)n2)s1
  A = -11%	B = 1	C = 170	D = -1	E = 170	F = x	G = x	H = x	I = -23%

Cc1nc(N)sc1Cc1ccc2c(c1)OCO2
  A = -21%	B = 11	C = 220	D = -11	E = 220	F = 11	G = 92	H = 81	I = -4%

CC1CN(c2oc(-c3cccs3)nc2C#N)CC(C)O1 (centres undefined)
  A = -18%	B = 5	C = 142	D = -5	E = 142	F = 8	G = 85	H = 78	I = 4%

Cc1ccccc1-n1ccnc1SCC(=O)O
  A = 4%	B = -13	C = 147	D = 13	E = 147	F = 11	G = 106	H = 95	I = 14%

N#C/C(=N\O)c1nc(-c2ccccc2)cs1
  A = -21%&-14%	B = 11&11	C = 86&160	D = -11&-11	E = 86&160	F = 11&11	G = 104&96	H = 93&85	I = -52%&-6%

CC1CCC2C(=O)N(c3ccccc3OC(=O)c3ccccc3)C(=O)C2C1 (centres undefined)
  A = -11%	B = 5	C = 90	D = -5	E = 90	F = x	G = x	H = x	I = 8%

O=C1CCC(=O)N1OCCCOc1ccccc1
  A = 14%	B = -15	C = 143	D = 15	E = 143	F = 8	G = 98	H = 90	I = -8%

CN1CCC2(CC1)NC(=O)NC2=O
  A = 16%	B = -19	C = 61	D = 19	E = 61	F = 8	G = 108	H = 100	I = -17%

CC(=O)N(CC(C)(C)CC=C(C)C)c1ccccc1
  A = -23%	B = x	C = x	D = x	E = x	F = 6	G = 107	H = 101	I = 6%

CNc1nc(C)nc(-n2nc(C)cc2C)n1
  A = 9%	B = -2	C = 151	D = 1	E = 151	F = -15	G = 77	H = 92	I = -3%

c1csc(-c2nnsc2-c2nc3ccccc3[nH]2)c1
  A = -26%	B = x	C = x	D = x	E = x	F = -4	G = 77	H = 81	I = 1%

CCCCC(=O)Nc1cccc(NC(=O)c2ccc(Br)o2)c1
  A = 29%	B = -8	C = 152	D = 8	E = 152	F = 8	G = 76	H = 68	I = -10%

C=CCc1ccc(OCCCOc2ccc(C)c(C)c2)c(OC)c1
  A = 14%	B = -12	C = 138	D = 12	E = 138	F = -2	G = 101	H = 103	I = 10%

COC(=O)c1cc2ccsc2n1Cc1nc(-c2cccc(Cl)c2)oc1C
  A = -11%	B = -2	C = 159	D = 2	E = 159	F = 21	G = 89	H = 67	I = -19%

CCOC(=O)C1(C)NC(c2cc(OC)c(OC)c(OC)c2)C2C(=O)N(CC)C(=O)C21 (centres undefined)
  A = 0%	B = -19	C = 141	D = 19	E = 141	F = 19	G = 93	H = 74	I = 0%

CCN1CCCc2cc(CN(CCN3CCOCC3)C(=O)Nc3ccc(C)c(C)c3)ccc21
  A = -68%	B = -8	C = 160	D = 8	E = 160	F = 13	G = 90	H = 77	I = 9%

NC(=O)Nc1ccc(F)cc1
  A = 2%	B = 1	C = 185	D = -1	E = 185	F = -2	G = 99	H = 101	I = 3%

CCN1CCCC1CNS(=O)(=O)c1cc(Br)cc2c1N(C(=O)C1CC1)CC2 (centres undefined)
  A = -67%	B = x	C = x	D = x	E = x	F = 21	G = 80	H = 59	I = -7%

CCOC(=O)C1=C(c2ccccc2)Nc2ncnn2C1c1cc(OC)cc(OC)c1OC (centres undefined)
  A = -40%	B = x	C = x	D = x	E = x	F = 4	G = 87	H = 83	I = 3%

N#CCCN(C(=O)CN1C(=O)NC2(CCCC2)C1=O)c1ccccc1F
  A = -8%	B = 11	C = 139	D = -11	E = 139	F = x	G = x	H = x	I = -10%

Cc1cc(C(=O)NCc2ccc(S(N)(=O)=O)cc2)cs1
  A = -10%	B = 6	C = 94	D = -6	E = 94	F = 19	G = 99	H = 80	I = -2%

COC(=O)c1ccc(C2/C(=C(/O)c3ccc(OC)cc3)C(=O)C(=O)N2CC2CCCO2)cc1 (centres undefined)
  A = -48%	B = -10	C = 89	D = 10	E = 89	F = 2	G = 97	H = 94	I = 1%

CCCc1cc(=O)n2c(nc3ccccc32)[nH]1
  A = -1%	B = -15	C = 113	D = 15	E = 113	F = -12	G = 75	H = 87	I = 2%

COC(=O)c1ccccc1NC(=O)n1cc(C)cn1
  A = -3%	B = 6	C = 177	D = -6	E = 177	F = 7	G = 90	H = 82	I = -6%

Cc1ccc(OCCn2cc(C#N)c3ccccc32)cc1
  A = x	B = -8	C = 141	D = 8	E = 141	F = 0	G = 65	H = 65	I = x

CN(C)CCCNS(=O)(=O)c1ccc(N2CCC(c3ccc(Cl)cc3)=N2)cc1
  A = -133%	B = -3	C = 166	D = 3	E = 166	F = 1	G = 1	H = 0	I = 40%

CC1=C(C(N)=O)C(c2ccccn2)n2nc(SCc3ccccc3Cl)nc2N1 (centres undefined)
  A = -7%	B = -28	C = 124	D = 28	E = 124	F = 6	G = 98	H = 92	I = -7%

CCOc1ccc(-c2nnn(CC(=O)Nc3cc(OC)ccc3OC)n2)cc1OCC
  A = 8%	B = 4	C = 108	D = -4	E = 108	F = 11	G = 97	H = 86	I = -6%

CCC(=O)n1nc(-c2ccc(OC)cc2)nc1N
  A = 14%	B = 3	C = 119	D = -3	E = 119	F = 12	G = 93	H = 80	I = 0%

COCCn1nnnc1C(c1cc2ccc(OC)cc2[nH]c1=O)N1CCc2ccccc2C1 (centres undefined)
  A = x	B = -1	C = 124	D = 1	E = 124	F = -6	G = 75	H = 81	I = x

CC(=O)Nc1ccc(-c2nnc(SCc3ccccc3C#N)n2C)cc1
  A = 11%	B = 9	C = 54	D = -9	E = 54	F = 17	G = 94	H = 77	I = -5%

CC1CCCC(NC(=O)c2ccc3c(c2)N(Cc2ccccc2)C(=O)CS3=O)C1C (centres undefined)
  A = -35%	B = x	C = x	D = x	E = x	F = -3	G = 80	H = 83	I = -3%

CC(C)CNC(=O)c1c(N)n(/N=C/c2cccnc2)c2nc3ccccc3nc12
  A = -33%	B = x	C = x	D = x	E = x	F = -9	G = 46	H = 54	I = 0%

CC1CCN(C(=O)CSc2nc3c(cnn3-c3ccc(Cl)cc3)c(=O)[nH]2)CC1
  A = -41%	B = x	C = x	D = x	E = x	F = -7	G = 72	H = 79	I = -1%

Cc1ccc(S(=O)(=O)N=C2SCCCS2)cc1
  A = -50%	B = -5	C = 73	D = 5	E = 73	F = 4	G = 97	H = 94	I = 4%

COc1ccc(C(=O)c2coc3ccc(O)c(CN4CCCCC4)c23)cc1
  A = -31%	B = -14	C = 80	D = 14	E = 80	F = -8	G = 55	H = 63	I = -2%

O=C1C(C2=C(O)c3ccccc3C2=O)=Nc2ccccc21
  A = -7%	B = 2	C = 88	D = -2	E = 88	F = x	G = x	H = x	I = 13%

COc1ccc(C(=O)N2CCN(c3nc4cc(C)ccc4cc3C#N)CC2)c(OC)c1
  A = -50%	B = -6	C = 163	D = 6	E = 163	F = 9	G = 77	H = 68	I = -7%

CCN(CC)S(=O)(=O)c1cccc(C(=O)NCCc2ccccc2)c1
  A = x	B = -6	C = 86	D = 6	E = 86	F = -3	G = 86	H = 90	I = x

S=C(Nc1ccccc1)N1CCCCC1
  A = -2%	B = -12	C = 160	D = 12	E = 160	F = x	G = x	H = x	I = 0%

COc1ccc(C2CC(=O)N3CN(c4ccc(C)c(Cl)c4)CSC3=C2C#N)cc1OC (centres undefined)
  A = -41%	B = -39	C = 176	D = 39	E = 176	F = 7	G = 101	H = 94	I = -11%

CCN(C(=O)c1sc(N)c(C#N)c1C)C1CCCCC1
  A = 0%	B = x	C = x	D = x	E = x	F = 13	G = 89	H = 76	I = 2%

CCOC(=O)CCc1c(C)nc2cc(C3CCCN(C(=O)OC(C)(C)C)C3)[nH]n2c1=O (centres undefined)
  A = -59%	B = -24	C = 130	D = 24	E = 130	F = -25	G = 53	H = 78	I = 10%

CSc1ncccc1C(=O)OCc1ccccc1
  A = 16%	B = -11	C = 137	D = 11	E = 137	F = 20	G = 105	H = 85	I = -7%

Cc1nc2ccc(NC(=O)N(C(C)C)C(C)C)cc2s1
  A = -11%	B = 5	C = 105	D = -5	E = 105	F = 9	G = 85	H = 77	I = -2%

CCOc1ccc(N2C(=O)CC(Sc3nc(C)cc(C)n3)C2=O)cc1 (centres undefined)
  A = -40%	B = 5	C = 95	D = -5	E = 95	F = 12	G = 96	H = 84	I = -6%

CCn1nnc(-c2ccccc2NC(=O)c2ccc(-n3cnnn3)cc2)n1
  A = 24%	B = 3	C = 147	D = -3	E = 147	F = 2	G = 82	H = 80	I = -3%

(cont.)
Assay codes: A = PLAP inhibitors HTS; B = IL1B NFkB inh; C = IL1B NFkB inh cell count 2 µM; D = NFkB transloc pot; E = NFkB transloc pot cell count 2 µM; F = MRP resist rev; G = MRP resist rev cytotoxicity; H = MRP resist rev with doxorubicin; I = Bcl-B TR3 displacers
CCC(=O)Nc1cc(-c2nn3c(C)nnc3s2)ccc1C
  A = 8%	B = 2	C = 189	D = -2	E = 189	F = 10	G = 88	H = 78	I = 1%

CCC(C)(C(=O)NC1CCCC1)N(C(=O)CC1NC(=O)NC1=O)c1ccc(C)cc1 (centres undefined)
  A = -24%	B = 4	C = 173	D = -4	E = 173	F = -4	G = 85	H = 89	I = 3%

Cc1nccn1-c1ccc(C(F)(F)F)cc1NC=O
  A = -2%	B = -5	C = 146	D = 5	E = 146	F = 12	G = 104	H = 92	I = -8%

O=C(NC1CCN(Cc2ccccc2)CC1)C1COc2ccccc2O1 (centres undefined)
  A = -49%	B = 5	C = 116	D = -5	E = 116	F = -1	G = 89	H = 90	I = -3%

Cc1ccc(OCCn2cnc3c(N)ncnc32)cc1
  A = 12%	B = -8	C = 138	D = 8	E = 138	F = 9	G = 98	H = 89	I = 11%

O=C(CSC1=Nc2ccccc2C2=NC(CC(=O)NCc3ccco3)C(=O)N12)NCC1CCCO1 (centres undefined)
  A = -20%	B = -16	C = 110	D = 16	E = 110	F = 7	G = 83	H = 76	I = 12%

COCCNC(=O)CN(C(=O)CCC(=O)Nc1ccccn1)c1ccc(F)cc1
  A = -5%	B = 9	C = 204	D = -9	E = 204	F = 9	G = 102	H = 92	I = -7%

Cc1ccc(C(=O)NCC(=O)OCC(=O)c2c(N)n(C)c(=O)n(C)c2=O)s1
  A = 15%	B = -11	C = 196	D = 11	E = 196	F = -6	G = 102	H = 109	I = 32%

CS(=O)(=O)N1CCc2ccccc2C1
  A = x	B = 1	C = 120	D = -1	E = 120	F = -3	G = 89	H = 92	I = x

CCCCn1nnnc1NCc1ccc(N2CCCC2)cc1
  A = 4%	B = 4	C = 122	D = -4	E = 122	F = -3	G = 90	H = 93	I = 0%

CCc1nnc(SCc2ccc(OC)c(Br)c2)n1N
  A = 4%	B = x	C = x	D = x	E = x	F = x	G = x	H = x	I = -75%

COc1ccc(C)cc1NC(=O)CSc1nnc(-c2ccc(OC)c(OC)c2)n1N
  A = -2%	B = -12	C = 116	D = 12	E = 116	F = -11	G = 90	H = 100	I = -11%

O=c1cc(CN2CCN(Cc3ccccc3)CC2)c2cc(Cl)ccc2o1
  A = -17%	B = -18	C = 138	D = 18	E = 138	F = 17	G = 105	H = 88	I = -9%
